# Screens: PubChem BioAssay, several laboratories
# VHR inh abs: DUSP3 (human) phosphatase inhibition. P51452. recombinant VHR phosphatase, pNPP absorbance. inhibition, % at 13.3 µM. 290,000 compounds, 0.52% hits; in the data active means inhibition above about 50%; further: some compounds called inactive have numbers as strong as hits
# Target sequence (P51452 whole entry, looked up): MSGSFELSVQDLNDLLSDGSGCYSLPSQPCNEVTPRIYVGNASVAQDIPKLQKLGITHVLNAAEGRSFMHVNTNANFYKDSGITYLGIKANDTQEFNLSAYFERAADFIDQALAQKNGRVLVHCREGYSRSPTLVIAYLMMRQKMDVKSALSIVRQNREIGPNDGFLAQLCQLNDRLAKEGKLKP
# BoNT-A LC inh2: inhibitors of Botulinum neurotoxin A light chain protease; AID 588499; multiplex microsphere protease substrate cleavage, flow cytometry; inhibition, % at 10 µM; 360,000 compounds, 0.17% hits; further: plate controls were buffer without enzyme for full effect and enzyme alone for no effect
# Rv3671c protease: Rv3671c (M. tuberculosis) protease inhibition; 320,000 compounds, 0.048% hits; inhibition, % at 5.96 µM; in the data active means inhibition above about 38%;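 further: extracellular domain of Rv3671c used as enzyme; 0% = enzyme with DMSO and 100% = no enzyme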
# SARS 3CLpro inh: SARS-CoV 3CLpro protease inhibition | P0C6X7 | 290,000 compounds, 0.14% hits | recombinant SARS-CoV 3CLpro, quenched FRET peptide cleavage | inhibition, % at 6 µM | AID 1706; in the data active means inhibition above about 12%
# PriA SSB inh: blocks PriA binding to SSB C-terminal tail; 430,000 compounds, 0.6% hits; AlphaScreen SSBct-PriA binding, biotinylated peptide; inhibition, % at 33 µM; in the data active means inhibition mostly above about 37%, no sharp cut-off; inactive means mostly below about 20%;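 further: plate controls were negative control peptide for no effect and reference peptide for full effect; strong numbers were not always called active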
# MazF activator: activators of E. coli MazEF toxin-antitoxin RNase | P0AE70 | activation, % at 20 µM | 350,000 compounds, 0.32% hits | FAM/BHQ RNA-DNA oligo cleavage fluorescence, 5 h | AID 504720; in the data active means activation above about 50%
# PrPC TRFRET: cell surface PrPC inhibition, primary TR-FRET screen; TR-FRET read-out; inhibition, % at 13.8 µM; 370,000 compounds, 0.43% hits; AID 720596; in the data active means inhibition above about 24%; further: 0% = median of the test wells and 100% = reference compound wells
# BoNT-F LC inh: inhibitors of Botulinum neurotoxin F light chain protease | inhibition, % at 10 µM | Multiplex microsphere protease cleavage assay, flow cytometry | 360,000 compounds, 0.22% hits; in the data active means inhibition above about 35%, passing the limit was not always enough; inconclusive means no clear call, values can overlap the other calls; further: plate controls were buffer without enzyme for full effect and enzyme alone for no effect
# CCHFV vOTU inh: blocks the CCHF virus ovarian tumor domain protease. inhibition, % at 11.5 µM. 370,000 compounds, 0.55% hits. CCHFV vOTU protease, Pep-AMC fluorescence. AID 651958; in the data active means inhibition above about 30%; further: 0% = vehicle wells with enzyme and 100% = no enzyme wells
# Anthrax LF prot: blocks Bacillus anthracis lethal factor protease. P15917. multiplex microsphere protease cleavage assay, LF. inhibition, % at 10 µM. 360,000 compounds, 0.12% hits. AID 588501; further: plate controls were buffer without enzyme for full effect and enzyme alone for no effect
# Target sequence (P15917 whole entry, looked up): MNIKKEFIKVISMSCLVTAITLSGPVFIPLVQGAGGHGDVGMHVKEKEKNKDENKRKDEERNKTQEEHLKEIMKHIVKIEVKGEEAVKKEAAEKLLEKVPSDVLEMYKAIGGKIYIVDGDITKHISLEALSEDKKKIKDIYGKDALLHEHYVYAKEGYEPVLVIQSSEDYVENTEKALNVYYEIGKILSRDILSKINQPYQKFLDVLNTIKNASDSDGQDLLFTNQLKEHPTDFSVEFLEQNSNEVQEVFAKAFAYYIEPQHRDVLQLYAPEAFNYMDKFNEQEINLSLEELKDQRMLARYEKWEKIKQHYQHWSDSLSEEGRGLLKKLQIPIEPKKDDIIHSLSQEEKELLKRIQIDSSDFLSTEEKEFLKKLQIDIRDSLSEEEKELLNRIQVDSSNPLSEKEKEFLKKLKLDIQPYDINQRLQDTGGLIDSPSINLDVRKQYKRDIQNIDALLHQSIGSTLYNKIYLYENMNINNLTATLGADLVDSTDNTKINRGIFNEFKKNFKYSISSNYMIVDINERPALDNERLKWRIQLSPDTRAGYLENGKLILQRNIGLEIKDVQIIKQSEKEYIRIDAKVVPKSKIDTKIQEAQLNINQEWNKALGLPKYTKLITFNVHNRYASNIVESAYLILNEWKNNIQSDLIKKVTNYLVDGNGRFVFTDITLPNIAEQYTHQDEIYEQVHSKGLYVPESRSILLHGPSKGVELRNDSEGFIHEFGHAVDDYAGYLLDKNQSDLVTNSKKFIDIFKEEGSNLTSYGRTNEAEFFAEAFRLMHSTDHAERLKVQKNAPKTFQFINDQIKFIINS
# Starred values were filed as active, the others as inactive; ? = inconclusive; · = not tested or not shown. Unless noted, no stated cut-off is given here; in the data, active means inhibition above about 30%; inconclusive means no clear call, values can overlap the other calls; inactive means below that. An excerpt (hit frequency here may not be typical).
SMILES,VHR inh abs,BoNT-A LC inh2,Rv3671c protease,SARS 3CLpro inh,PriA SSB inh,MazF activator,PrPC TRFRET,BoNT-F LC inh,CCHFV vOTU inh,Anthrax LF prot
CN(C(=O)CSc1nnc2ccccn12)c1c(N)n(Cc2ccccc2)c(=O)[nH]c1=O,3,0.1,2,0,2,7,4,4,6,-4
O=C(CCNC(=O)c1ccccc1Cl)NCC12CC3CC(CC(C3)C1)C2,18,-0.4,-1,-1,-8,6,-1,0,-12,-1
CN(C)C(=O)Oc1c(Cl)cc(Cl)c2cccnc12,2,0.0,0,3,-18,-2,-2,5,15,0
CCOc1cc(C(=O)Nc2ccc(S(=O)(=O)NC3=NCCCCC3)cc2)cc(Br)c1OC,·,-0.9,-20,·,16,-2,6,2,5,-2
Cc1ccc(C(=O)N2CCN(S(=O)(=O)c3ccccc3)CC2)s1,·,0.0,-6,·,-6,-1,4,6,-3,-3
O=[N+]([O-])c1ccc(Cl)c(/C=N/n2c(C3CCCCC3)n[nH]c2=S)c1,-12,-1.1,3,0,·,7,-2,-6,9,-6
CCCc1ccc2c(N)c(C#N)sc2n1,4,-1.0,1,2,-14,3,-15,-7,-3,-1
CCN(CC)c1ccc(C(=O)NNC(=O)CCNC(=O)c2ccccc2)cc1,·,2.9,-14,·,5,-6,0,-7,3,4
Cc1c(Cl)cnc(NC(=O)COC(=O)c2ccc3ncsc3c2)c1Cl,5,-0.4,-7,5,3,3,2,-6,1,-2
O=[N+]([O-])c1ccc(Cl)cc1N1CCCC1,27,0.5,-3,2,12,10,8,-2,3,-2
COc1ccc(C2C3=C(CC(C)(C)CC3=O)Oc3ncn4nc(-c5cccnc5)nc4c32)cc1 (centres undefined),·,-0.6,-19,·,3,1,7,0,13,-3
C=CCn1c(O)c(N=NC(=S)Nc2ccccc2F)c2cc(S(=O)(=O)N3CCOCC3)ccc21,7,7.6,-1,0,-2,10,-1,-4,11,3
O=C(NCc1ccccc1Cl)C(=O)NCC1OCCCN1S(=O)(=O)c1cccs1 (centres undefined),16,1.4,-14,1,8,0,-2,2,-2,4
CC1=C(C)CC(C(=O)NCC(=O)c2ccccc2)C(C(=O)O)C1 (centres undefined),24,-0.5,-2,2,3,-3,-5,-3,8,-2
COc1ccccc1OC(C)C(=O)Nc1ccc(S(=O)(=O)N2CCN(C)CC2)cc1 (centres undefined),8,-1.1,-1,3,-8,6,-3,7,17,-2
CCN(CC)C(=O)Oc1ccc2ccccc2c1Cl,-1,0.2,2,-2,-28,-3,-2,-7,-7,0
COc1ccc(-c2noc(N3CCC(C(=O)NCCCN4CCCC(C)C4)CC3)n2)cc1 (centres undefined),17,0.1,1,-3,-8,2,-8,-2,16,7
CCc1ccccc1NC(=O)CN(C)C(=O)c1cc(C2CC2)nc2c1cnn2C(C)C,·,-0.2,-3,·,-2,2,2,-4,-5,2
CCc1ccc(C2c3[nH]c4ccccc4c3CCN2C(=O)CNC(N)=O)cc1 (centres undefined),17,0.0,2,4,14,18,0,-4,-2,0
CS(=O)(=O)Nc1ccccc1C(=O)O,-11,-0.8,-2,2,-14,8,-5,-15,-3,-1

# Single entries from the results shown:
# `COc1ccc(-c2noc(N3CCC(C(=O)NCCCN4CCCC(C)C4)CC3)n2)cc1` (centres undefined) in BoNT-F LC inh → -2
# `CS(=O)(=O)Nc1ccccc1C(=O)O` in Rv3671c protease → -2
# `COc1ccc(C2C3=C(CC(C)(C)CC3=O)Oc3ncn4nc(-c5cccnc5)nc4c32)cc1` (centres undefined) in BoNT-A LC inh2 → -0.6
# `CC1=C(C)CC(C(=O)NCC(=O)c2ccccc2)C(C(=O)O)C1` (centres undefined) in PrPC TRFRET → -5
# `CCc1ccccc1NC(=O)CN(C)C(=O)c1cc(C2CC2)nc2c1cnn2C(C)C` in MazF activator → 2
# `C=CCn1c(O)c(N=NC(=S)Nc2ccccc2F)c2cc(S(=O)(=O)N3CCOCC3)ccc21` in BoNT-A LC inh2 → 7.6

# Later entries
SMILES,VHR inh abs,BoNT-A LC inh2,Rv3671c protease,SARS 3CLpro inh,PriA SSB inh,MazF activator,PrPC TRFRET,BoNT-F LC inh,CCHFV vOTU inh,Anthrax LF prot
COc1cccc(N(CC(=O)NCCSc2ccc(Cl)cc2)S(C)(=O)=O)c1,12,-0.6,-7,-2,-1,6,6,-2,-3,6
NS(=O)(=O)c1ccc(N2CCOCC2)c(C(=O)NCCCSc2ccccc2)c1,·,-0.3,2,·,-10,4,4,9,9,-4
COC(=O)C1=C(C)N(Cc2ccccc2)C(=NCc2cccc(C(F)(F)F)c2)N[C@H]1c1cccc(F)c1,17,0.2,-7,-9,-17,-31,-4,-15,31*,-1
CCCCc1ccc(-c2nc(-c3ccncc3)no2)cc1,8,-0.6,2,-1,-6,-3,0,-4,-1,3
Clc1cccc(CNc2nc(-c3cccnc3)nc3ccccc23)c1,21,-1.7,·,0,5,-4,5,-14,6,-4
COC(=O)c1cc(C)sc1NC(=O)CN1CCN(C(=O)c2ccco2)CC1,5,-2.5,-1,11,-7,-1,0,4,-1,1
COC(=O)c1ccc(NS(=O)(=O)c2cc(C)ccc2OC)cc1,6,0.5,1,-4,-34,3,5,6,-9,-2
CCc1ccc(C(=O)COC(=O)C(CCSC)NC(=O)c2ccccc2)cc1 (centres undefined),-2,-0.6,-5,-3,-17,0,5,1,2,-2
O=C(COc1cccc2ccccc12)Nc1nc2ccccc2[nH]1,13,1.1,-18,1,1,7,4,-6,-5,-6
CCCCn1c(CN2CCN(C)CC2)nc2ccccc21,-7,-0.1,-3,-4,7,12,-8,1,2,-16
CCN(C(=O)Cn1cc(C(F)(F)F)ccc1=O)c1c(N)n(Cc2ccccc2)c(=O)[nH]c1=O,13,0.0,0,-1,-9,1,3,2,12,-3
COc1ccc(C(=O)Nc2nc(C)cs2)cc1S(=O)(=O)N1CCOCC1,·,0.0,·,·,14,-3,-8,2,-2,-3
Cn1c(N)c(C(=O)COC(=O)COc2ccc(C#N)cc2)c(=O)n(C)c1=O,-1,-1.0,4,2,7,-23,1,6,-10,-4
O=C(COc1ccccc1[N+](=O)[O-])N1CCN(S(=O)(=O)c2ccccc2)CC1,9,-0.1,3,4,-2,3,-3,-2,-9,-2
O=C(Cc1cccc2ccccc12)Nc1cccnc1,-4,0.7,1,-4,-2,12,-2,4,-14,-3
Cn1ccnc1C(=O)c1ccc(Cl)c(S(=O)(=O)N2CCOCC2)c1,29,-0.2,13,0,-12,-1,-3,5,20,-1
COC(=O)c1cnc(NNS(=O)(=O)c2ccc(Cl)cc2)nc1C(F)(F)F,16,1.9,7,2,-5,10,1,?,11,-14
c1ccc(-c2ccccc2OCCCN2CCCCC2)cc1,7,0.2,-9,-2,11,6,2,-4,1,-2
Cc1ccc(NC(=O)c2cnccn2)cc1,16,-1.6,0,-1,0,10,-9,-4,-13,1
CC(=O)Nc1ccc(S(=O)(=O)NNc2ccc([N+](=O)[O-])cc2)cc1,11,?,7,0,-7,25,-13,?,-1,-2

# Part of the list above, with values under each structure.
# Fields – VHR inh abs | BoNT-A LC inh2 | Rv3671c protease | SARS 3CLpro inh | PriA SSB inh | MazF activator | PrPC TRFRET | BoNT-F LC inh | CCHFV vOTU inh | Anthrax LF prot
CS(=O)(=O)Nc1ccccc1C(=O)O
  -11 | -0.8 | -2 | 2 | -14 | 8 | -5 | -15 | -3 | -1
COc1cccc(N(CC(=O)NCCSc2ccc(Cl)cc2)S(C)(=O)=O)c1
  12 | -0.6 | -7 | -2 | -1 | 6 | 6 | -2 | -3 | 6
NS(=O)(=O)c1ccc(N2CCOCC2)c(C(=O)NCCCSc2ccccc2)c1
  · | -0.3 | 2 | · | -10 | 4 | 4 | 9 | 9 | -4
COC(=O)C1=C(C)N(Cc2ccccc2)C(=NCc2cccc(C(F)(F)F)c2)N[C@H]1c1cccc(F)c1
  17 | 0.2 | -7 | -9 | -17 | -31 | -4 | -15 | 31* | -1

# The list continues.
SMILES,VHR inh abs,BoNT-A LC inh2,Rv3671c protease,SARS 3CLpro inh,PriA SSB inh,MazF activator,PrPC TRFRET,BoNT-F LC inh,CCHFV vOTU inh,Anthrax LF prot
COc1cccc(NC(=O)COC(=O)c2ccc3ccccc3n2)c1,·,0.6,1,·,-7,-5,-2,4,9,6
CC(NC(=O)CCc1ccccc1)c1ccc2c(c1)OCO2 (centres undefined),0,2.9,3,0,-18,15,1,?,7,10
CN(CC(=O)Nc1cccc(F)c1)C(=O)CCc1nc2ccccc2c(=O)[nH]1,·,-0.8,0,·,-1,-1,-3,-4,-4,1
O=C(Nc1ccncc1)c1c(F)cccc1F,4,-0.5,-6,6,0,5,·,-5,·,-1
Cc1c(CCC(=O)O)c(=O)oc2cc(OCc3ccccc3Br)ccc12,-10,-2.8,-3,7,-14,0,-6,-18,-46,3
COCc1cc(=O)n2[nH]c(C)nc2n1,-11,·,-6,-6,-7,9,0,·,1,·
COc1cc(C(=O)O)ccc1OCc1ccncc1,13,-0.5,6,-1,-16,7,5,?,1,2
Cc1ccc(C(C(=O)NC2CCCC2)N(C(=O)Cc2cccs2)c2ccc(C)c(C)c2)o1 (centres undefined),-16,-1.8,-8,4,-1,-1,1,-15,5,-2
NC(=O)c1ccc(Sc2nnc(-c3cccs3)n2CC2CCCO2)c([N+](=O)[O-])c1 (centres undefined),8,0.5,-1,0,-14,0,-28,3,9,-3
CC(=O)Nc1nnc(SCc2cc(=O)c(OC(=O)c3ccccc3)co2)s1,22,22,6,-3,7,1,4,3,-11,10

# Limited to PriA SSB inh, CCHFV vOTU inh and MazF activator (two entries from above):
SMILES,PriA SSB inh,CCHFV vOTU inh,MazF activator
Cc1ccc(C(C(=O)NC2CCCC2)N(C(=O)Cc2cccs2)c2ccc(C)c(C)c2)o1 (centres undefined),-1,5,-1
NC(=O)c1ccc(Sc2nnc(-c3cccs3)n2CC2CCCO2)c([N+](=O)[O-])c1 (centres undefined),-14,9,0

# Next section:
SMILES,VHR inh abs,BoNT-A LC inh2,Rv3671c protease,SARS 3CLpro inh,PriA SSB inh,MazF activator,PrPC TRFRET,BoNT-F LC inh,CCHFV vOTU inh,Anthrax LF prot
COc1cccc(C(=O)n2ccc(-c3cccs3)n2)c1,14,-0.3,-5,6,-14,-3,10,-6,-2,-9
CN(C(=O)C(=O)c1cn(CC(=O)N2CCCC2)c2ccccc12)C1CCCCC1,-7,2.7,11,2,-26,-2,5,5,-2,-4
CCCOC(=O)C(C)n1cnc2scc(-c3ccc(C)cc3)c2c1=O (centres undefined),20,-3.0,-1,-4,-21,-27,1,-1,-3,-3
COc1ccc2cc(C(=O)C3CCCN(Cc4cccc(C)n4)C3)ccc2c1 (centres undefined),31,0.8,1,-4,-2,-7,-6,1,-103,-5
CCOC(=O)C1CCCN(CC(=O)Nc2nc(-c3ccccc3)cs2)C1 (centres undefined),31,-0.5,-6,0,-11,-5,-2,1,-5,-6
Cc1ccc(C(=O)N/N=C\c2cc3c(cc2Br)OCO3)s1,8,0.5,-15,1,·,-6,4,1,12,0
